High-throughput results: PubChem, National Center for Advancing Translational Sciences (NCATS)
LDHA block: LDHA (human) enzyme inhibition | P00338 | purified LDHA, NADH/diaphorase-resazurin fluorescence; stronger effect = lower value | activity change, % (values are at about 110 or 230 µM) | 480,000 compounds, 0.15% hits | AID 1347041; in the data active = activity change below about -30%;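 also: plate controls were DMSO wells for no effect and wells without enzyme for full effect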
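Remaining NADH was detected by diaphorase (0.133 mg/mL) converting 37 µM resazurin to fluorescent resorufin, read at 0 and 20 minutes. The preceding 5-minute room-temperature reaction used 2 nM LDHA, 0.2 mM sodium pyruvate and 0.06 mM NADH at pH 7.4.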
Numbers without * were called inactive.

LDHA block	molecule
-0.3	CCNC(=O)Cn1nc(C2CC2)c2c(C(=O)OC)cc(C3CC3)nc21
0.2	CCCCCCn1c(NCCO)nc2c1c(=O)n(C)c(=O)n2C
4.8	Cc1cc(OCCCN2CCC(C(O)(c3ccccc3)c3ccccc3)CC2)ccc1Br
-1.9	Cc1cc(NC(=O)Cc2cccc(C(F)(F)F)c2)ccc1N1CCN(C)CC1
3.7	CC(OC(=O)c1ccc2c(c1)NC(=O)CS2)C(=O)Nc1cccc(C(F)(F)F)c1 (centres undefined)
-3.3	CCc1nn2c(=O)cc(CN(CC)C3CCCC3)nc2s1
8.2	C=CCOc1ccc(NC(=O)c2ccc(OC)cc2)cc1
-7.6	COc1ccc(NC(=O)CCS(=O)(=O)c2nc(-c3ccccc3)cc(C(F)(F)F)n2)cc1
0.2	Cc1ccc2[nH]cc(CCNC(=O)c3ccc(F)cc3)c2c1
3.4	COc1ccc(OC)c(NC(=O)c2ccc(-n3cccn3)cc2)c1
-0.7	CC(C)CN1C(=O)CN(S(C)(=O)=O)CC1(C)C(=O)NC(C)C (centres undefined)
-7.1	Cc1nn(C)cc1CNC(=O)c1cc2nc(-c3ccc(Cl)s3)cc(C(F)(F)F)n2n1
-3.3	Cc1ccc2c(CN(C)CCOc3ccccc3F)cc(=O)oc2c1C
-0.3	COC(=O)c1sc(NC(=O)COc2c(C)cc(C)cc2C)nc1C
4.5	Fc1ccc(N2CCN(Cc3ncc(-c4ccccc4)o3)CC2)cc1
0.4	COc1ccc(CCNC(=O)/C(=N/O)c2ccccc2)cc1OC
-0.6	N#Cc1ccc(NC(=O)COC(=O)c2ccc3ccccc3n2)cc1
-1.6	Cc1ccc(NC(=O)COc2ncnc3ccc(Br)cc23)cc1C
-11.7	COC(=O)[C@]12CCCCC=C1N(Cc1ccccc1)C(=O)[C@H](CC(=O)NCCCN1CCCC1=O)C2
22.0	NC(=O)c1nn(CC(O)COc2ccc3ccccc3c2)c(=O)c2ccccc12 (centres undefined)
-7.6	CCN(CC)S(=O)(=O)N1CCN(CC(=O)Nc2c(C#N)c(C)c(C)n2Cc2ccco2)CC1
2.3	Cc1ccc(CNC(=O)CSc2nc3ccsc3c(=O)n2CCC(C)C)cc1
11.5	CCOC(=O)c1cc(NC(=O)c2cccc(C)c2)c(=O)n2c1oc1ccccc12
0.2	CC1CCCC(NC(=O)c2ccc3c(c2)CCC3)C1C (centres undefined)
3.8	C/C(=N/Nc1ccc(S(N)(=O)=O)cc1[N+](=O)[O-])c1cc2ccccc2o1
2.4	CC(O)C(=O)Nc1ccc(C(F)(F)F)cc1 (centres undefined)
3.3	N#Cc1nc(-c2ccccc2F)oc1N1CCN(Cc2ccccc2)CC1
3.4	Cc1ccc(S(=O)(=O)N2CCC(=O)N([C@H](COCc3ccccc3)C(C)C)CC2)cc1
6.4	O=C(NCCc1c[nH]c2ccc(Cl)cc12)c1ccccc1F
-0.8	CCn1nc(C(=O)NC(c2ccc3c(c2)OCCO3)C(C)C)c2ccccc2c1=O (centres undefined)

Some of these compounds in order of their number in LDHA block, descending:
| mol | LDHA block |
| --- | --- |
| CC(OC(=O)c1ccc2c(c1)NC(=O)CS2)C(=O)Nc1cccc(C(F)(F)F)c1 (centres undefined) | 3.7 |
| Cc1ccc2[nH]cc(CCNC(=O)c3ccc(F)cc3)c2c1 | 0.2 |
| CCNC(=O)Cn1nc(C2CC2)c2c(C(=O)OC)cc(C3CC3)nc21 | -0.3 |
| CCn1nc(C(=O)NC(c2ccc3c(c2)OCCO3)C(C)C)c2ccccc2c1=O (centres undefined) | -0.8 |
| Cc1nn(C)cc1CNC(=O)c1cc2nc(-c3ccc(Cl)s3)cc(C(F)(F)F)n2n1 | -7.1 |

More compounds
LDHA block	molecule
-0.4	O=C(OCc1cccc2ccccc12)c1ccc(N2CCOCC2)nc1
12.5	CCCCn1nc(C(=O)N2CCN(c3ncccn3)CC2)c2ccccc2c1=O
1.3	COC(=O)[C@@]1(Sc2ccc(C)cc2)CC(=O)N[C@@H]1c1ccc(Br)cc1
-7.1	CC(=O)Nc1ccc(NC(=O)CNC(=O)c2ccc3nc(-n4cccc4)sc3c2)cc1
5.3	COc1ccc(C23CC4CC(CC(C(=O)Nc5nccs5)(C4)C2)C3)cc1
-0.9	CCNS(=O)(=O)c1ccc(C(=O)N2CCCC2c2ccc3c(c2)OCCO3)cc1 (centres undefined)
3.7	CC(NC(=O)c1n[nH]c(=O)c2ccccc12)c1ccc(F)c(F)c1 (centres undefined)
5.8	CN(C)c1ccc(C(=O)NCc2coc(-c3cccs3)n2)cc1[N+](=O)[O-]
1.4	O=C1NC[C@@H](CCCCN2CCN(CC3CCCCC3)C(=O)C2=O)N(CC2CCCCC2)C1=O
13.8	O=[N+]([O-])c1cccc(N/N=C/c2cccc(Br)c2)c1
23.9	O=C(O)c1ccc2ncccc2c1
1.1	COc1ccc(CNCC(=O)O)cc1
-21.0	CCCCCOc1ccc(C(=O)C(CCC(CNC(C)(C)C)C(=O)c2ccc(OCCCCC)cc2)CNC(C)(C)C)cc1 (centres undefined)
-0.1	CCCOc1ccc(-c2nc(C#N)c(NCc3ccco3)o2)cc1
6.7	CC(OC(=O)c1cc2ccccc2o1)C(=O)NC1(C#N)CCCCC1 (centres undefined)
10.5	Cc1[nH]c(SC(C)C(=O)Nc2ccc(S(=O)(=O)N3CCCC3)cc2)nc1Cc1ccccc1 (centres undefined)
-24.2	CONC(=O)c1ccc(SC(F)(F)F)cc1
11.1	CCC(=C/c1ccccc1)/C=N/O
4.4	CC1=CC(C)C2(COC(CCc3ccccc3)OC2)C(C)C1 (centres undefined)
0.9	Cc1ccc2oc(C(=O)N3CCOC34CCN(C)CC4)cc(=O)c2c1
-9.1	CC(C)C[C@H]1CCC[C@H](CC(C)C)[N+]1(C)C
10.7	COc1ccc(-c2cc(=O)n3[nH]c(C)c(-c4ccc(OC)cc4)c3n2)cc1
-6.9	CC(NC(=O)/C=C/c1ccc(Br)cc1)C1CC2CCC1C2 (centres undefined)
-3.4	Cc1ccc2c(=O)cc(C(=O)N(Cc3ccc(Cl)cc3)C3CCS(=O)(=O)C3)oc2c1C (centres undefined)
4.9	CCCOc1ccc(-c2nc(C#N)c(N3CCN(C(=O)c4ccco4)CC3)o2)cc1
10.3	COCCCNC(=O)c1nc(Cc2c[nH]c3ccccc23)no1
-3.5	Cc1cc2occ(CC(=O)Nc3cccc(S(=O)(=O)N4CCOCC4)c3)c2cc1C(C)C
9.9	CCN(Cc1ccccc1)C(=O)c1cc2ccc(OC)cc2[nH]1
-1.8	O=c1oc(-c2ccc(F)cc2)nn1CC(O)COc1ccc(-c2ccccc2)cc1 (centres undefined)
-3.2	CCCCN(C)C(=O)C(=O)c1c(C)[nH]c2ccccc12

Fetched by structure from the entries so far, two records:
LDHA block	molecule
6.7	CC(OC(=O)c1cc2ccccc2o1)C(=O)NC1(C#N)CCCCC1 (centres undefined)
-0.9	CCNS(=O)(=O)c1ccc(C(=O)N2CCCC2c2ccc3c(c2)OCCO3)cc1 (centres undefined)

(list continues)
LDHA block	molecule
-14.0	CCC(=O)N1N=C(c2cccs2)CC1c1ccc2nccnc2c1 (centres undefined)
2.9	COc1ccc(-c2noc(CN3CCCC(C(=O)Nc4ccc(-c5ccno5)cc4)C3)n2)cc1OC (centres undefined)
-17.1	CN(c1ncnc2scc(-c3ccc(Cl)cc3)c12)C1CC1
2.5	CCn1nc(C(=O)Nc2cc(C(=O)OC)ccc2C)c2ccccc2c1=O
0.3	COc1ccccc1OC(C)C(=O)NC1CCCC1 (centres undefined)
17.3	COc1cc(OC)c(C2=CCN(C(=O)c3ccccc3OCc3noc(C)n3)CC2)c(OC)c1
-0.1	N#Cc1ccc(CN2CCC(c3ccnn3CCO)CC2)cc1
0.0	Cc1ccccc1NC(=O)N(Cc1nnc2n1CCCCC2)c1ccc(F)cc1
11.8	O=C(N[C@@H](C(=O)NCc1ccncc1)c1ccccc1)C(c1ccccc1)c1ccccc1
-18.0	COc1ccc(-c2cc(C(=O)NCC(c3ccc(C)o3)N3CCN(C)CC3)no2)cc1 (centres undefined)
9.6	CCc1ccc(NCc2cc(=O)n3[nH]c(-c4ccccc4)nc3n2)cc1
-5.2	O=C(Nc1ccc2[nH]c(=O)[nH]c2c1)c1nn(-c2ccc(F)c(F)c2)c2c1CCC2
-18.9	CC(C)CC(=O)NCC1CC2c3ccccc3C1c1ccccc12 (centres undefined)
0.8	CC(CC(=O)Nc1cccc(Br)c1)n1ccnc1 (centres undefined)
-1.6	Cc1c(Cl)cccc1NC(=O)c1cc(=O)[nH]c2ccc(S(=O)(=O)N3CCOCC3)cc12
-2.8	CC(C)CC(=O)Nc1cccc(C(=O)Nc2ccc(C(=O)O)cc2)c1
13.2	Cc1cc(N2CCN(c3ccc(F)cc3)CC2)n2nc(Cc3cccc(F)c3)nc2n1
0.7	CN(C)c1ccc(C(=O)/C=C/c2ccncc2)cc1
2.5	COC(=O)c1cn(CC(=O)NC2CCCC2)c2ccccc12
3.7	Cc1cccc(C)c1NC(=O)c1cnc2ccccc2n1
-5.3	O=C(O)c1cc(Cl)cc(Cl)c1
-31.8*	COC(=O)C(C)Oc1ccc2c(-c3ccccc3)cc(=O)oc2c1 (centres undefined)
6.6	CCOc1cc(/C=C2/NC(=O)NC2=O)cc(Br)c1OC(C)C
13.0	COc1cc(OC)c(C2CC(=O)Oc3n[nH]c(-c4ccccc4)c32)cc1OC (centres undefined)
7.1	COc1ccccc1NC(=O)COc1nc(C(C)C)c2c(c1C#N)CC(C)(C)OC2
8.5	CC(=O)NCCNC(=O)Cc1c[nH]c2ccccc12
-3.7	Cn1cc(C(C(=O)O)N2CCC(Cc3ccccc3)CC2)c2cc(C(=O)O)ccc21 (centres undefined)
0.5	COC(=O)[C@]12CCCCC=C1N(Cc1cccc3ccccc13)C(=O)[C@H](CC(=O)NCCCCc1ccccc1)C2
5.5	Brc1ccc(-c2nnc3ccc(SCc4ccco4)nn23)cc1
1.0	CN(C)C(CNC(=O)c1cc(=O)c2cc(Cl)ccc2o1)c1cccs1 (centres undefined)
1.7	CC(C)c1cccc(C(C)C)c1NC(=O)COc1ncnc2ccccc12
-0.8	CC(C)(NC1CCCCC1)c1nnnn1-c1ccccc1
12.6	Nc1c(Cl)cc(C23CC4CC(CC(C4)C2)C3)cc1Cl
-1.0	COc1ccc2oc(=O)c(-c3csc(Nc4cc(Cl)ccc4OC)n3)cc2c1
-2.5	CCNc1c(NC(=O)Nc2ccccc2F)c(=O)oc2ccccc12
-0.1	CCS(=O)(=O)N1CCCc2cc(C(=O)Nc3cc(C)ccc3C)ccc21
8.3	CCOC(=O)C(C)NC(=O)c1cc(OC)c(OC)c(OC)c1 (centres undefined)
0.3	O=C(CN1Cc2ccccc2C1=O)Nc1ccc(S(=O)(=O)N2CCCCCC2)cc1
-6.7	Cc1nn(-c2ccc(=O)[nH]n2)c2c1C(c1cccc3nccnc13)CC(=O)N2 (centres undefined)
0.6	O=C(Nc1ccc2c(c1)OCCO2)C(c1ccc(C(F)(F)F)cc1)n1c(=O)c(-c2cc3ccccc3[nH]2)nc2ccccc21 (centres undefined)
-8.3	CCN(CC)CCNCc1sccc1C
-3.8	O=C(Cn1cnc2sc3c(c2c1=O)CCCC3)NCCC(=O)N1CCC(Cc2ccccc2)CC1
-0.3	COC(=O)C[C@@H]1CC[C@H](NC(=O)CC2CC2)[C@@H](CO)O1
2.0	CN(C)S(=O)(=O)c1ccc(C(=O)OCC(=O)Nc2cccc(C(F)(F)F)c2)cc1
0.3	CSc1nn(CCN(C)C)c2nc3sc4c(c3c(=O)n12)CCCC4
12.7	Cc1ccc(-c2nc3cccc(C)c3nc2-c2ccc(C)cc2)cc1
-5.6	O=C(O)Cc1ccc(N2C(=O)C(=O)/C(=C(/O)c3ccccc3Cl)C2c2ccccc2F)cc1 (centres undefined)
6.8	CNC(=O)c1ccc2c(c1)CCCN2C(=O)c1ccc(Cl)cc1
0.7	COc1cc(OC)c(OC)cc1/C=C(/C#N)C(=O)c1c(Cl)cccc1Cl
4.2	CNC(=O)NC(=O)COC(=O)c1csc(NCc2ccccc2)n1
7.7	CCCCCCCCN1C(=O)[C@H](CC(=O)NCC2CCCCC2)C[C@@]2(C(=O)OCC)CCCC=C12
0.6	O=C(C[C@@H]1CC[C@H](NS(=O)(=O)c2ccccc2F)[C@@H](CO)O1)NCCCN1CCOCC1
-12.9	CC(C)CCCC(C)NC(=O)C1CCN(c2ncnc3nc[nH]c23)CC1 (centres undefined)
5.1	O=[N+]([O-])c1cccc(/C=N/OCc2ccccc2Cl)c1
-7.0	CC(=O)N(Cc1ccccc1)Cc1cc2cc(C)ccc2[nH]c1=O
-0.7	Cc1cc2nc(-c3ccccc3)c(CC3CCCCC3)n2c(C)c1Br
1.0	C/C(=N/Nc1ccc(F)cc1F)c1ccccc1Br
0.8	Cc1cccc(C)c1-n1nnnc1C(c1ccnc2ccccc12)N1CCCN(C(=O)OC(C)(C)C)CC1 (centres undefined)
3.7	O=C(O)CCc1ncc(-c2ccccc2F)o1
0.1	N#Cc1ccc(COC(=O)c2ccccc2SCC2CCCO2)cc1 (centres undefined)

Shown in CSV form: part of the list above.
SMILES,LDHA block
N#Cc1ccc(CN2CCC(c3ccnn3CCO)CC2)cc1,-0.1
Cc1ccccc1NC(=O)N(Cc1nnc2n1CCCCC2)c1ccc(F)cc1,0.0
O=C(N[C@@H](C(=O)NCc1ccncc1)c1ccccc1)C(c1ccccc1)c1ccccc1,11.8

Remaining list, next part.
LDHA block	molecule
-6.6	CCCCCCCCCCCCc1ccc(-c2ccc(CC)cn2)cc1
-0.3	Cc1ccc(/C(C#N)=C\c2cc(C)n(C)c2C)cc1
0.3	Cc1cc(NC(=O)CN2CCN(c3nccs3)CC2)no1
8.5	Cc1ccc(NC(=O)CN2C(=O)C3(SCC(=O)N3c3ccc(C)cc3)c3ccccc32)cc1 (centres undefined)
2.8	O=C(OCc1nc2ccccc2o1)c1ccccc1Br
-36.1*	O=C(Nc1oc2ccccc2c(=O)c1-c1ccc2c(c1)OCO2)c1ccccc1
-2.2	CN(Cc1ccccc1)C(=O)c1ccc2c(c1)CCCN2S(C)(=O)=O
4.4	CCc1ccc2oc(-c3ccc(NC(=O)c4ccc([N+](=O)[O-])o4)cc3)nc2c1

These rows are one share of the data; rates above refer to the full screens.
